Assay outcomes: PubChem BioAssay, several laboratories
NTR1 agonist: agonists of NTR1, primary screen, imaging, U2OS cells, beta-arrestin-GFP, high content (AID 493036); P30989; NTR1-U2OS beta-arrestin-GFP spot imaging, agonist mode; activation, % at 20 µM; 330,000 compounds, 0.17% hits;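 active = activation at or above 40% of the spot to cytoplasm intensity ratio, with at least 20 cells analyzed; inconclusive = wells under 20 cells, flagged as cytotoxic or low count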;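 note: 0% = DMSO without peptide and 100% = 100 nM NTR1 peptide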
Target sequence (P30989 whole entry, looked up): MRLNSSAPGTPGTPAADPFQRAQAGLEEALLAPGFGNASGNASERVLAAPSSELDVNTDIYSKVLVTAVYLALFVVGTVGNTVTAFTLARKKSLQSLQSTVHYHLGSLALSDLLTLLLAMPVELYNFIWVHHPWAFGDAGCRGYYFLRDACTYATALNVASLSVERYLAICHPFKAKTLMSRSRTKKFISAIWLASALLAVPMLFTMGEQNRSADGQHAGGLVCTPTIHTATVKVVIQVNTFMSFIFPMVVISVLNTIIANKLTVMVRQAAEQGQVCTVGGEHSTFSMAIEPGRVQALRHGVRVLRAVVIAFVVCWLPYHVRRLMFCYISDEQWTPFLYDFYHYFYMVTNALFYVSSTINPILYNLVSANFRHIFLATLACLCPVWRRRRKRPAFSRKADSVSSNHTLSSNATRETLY
Large T inhibition: SV40 large T antigen inhibitors, biochemical (AID 1903) | SV40 large T antigen ATPase/helicase inhibition assay; higher % means a stronger effect | inhibition, % at 20 µM, or IC50 in µM where a hit was titrated | 310,000 compounds, 0.39% hits; in the data active = a potency from the dose series; inconclusive = inhibition mostly from about 32% at the one dose, without a potency; inactive = the rest, 99 in 100 with inhibition below about 32%; note: strong numbers were not always called active
RSV antiviral HEp-2: inhibition of RSV-induced cytopathic effect – HEp-2 cells, primary 10 µM value included (AID 2391); HEp-2 cells, RSV-induced CPE inhibition; higher % means a stronger effect; CPE inhibition, % at 10 µM; hits with a dose series show IC50 in µM; 310,000 compounds, 0.13% hits; in the data active = a potency from the dose series; inconclusive = CPE inhibition mostly from about 23% at the one dose, without a potency; inactive = the rest, 99 in 100 with CPE inhibition below about 21%; note: strong numbers were not always called active
Salmonella PhoP GFP: PhoP-dependent GFP reporter repression – Salmonella Typhimurium, primary screen (AID 1863) | S. Typhimurium PhoP-regulated promoter GFP reporter, 4 h; higher % means a stronger effect | inhibition, % at 50 µM; hits with a dose series show IC50 in µM | 300,000 compounds, 0.16% hits;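 active = inhibition over 29.93%, a cutoff 3 SD above the screen mean, later confirmed by dose response; inconclusive = inhibition over 29.93% but no dose response follow-up; inactive = inhibition at most 29.93% or unconfirmed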;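 note: 0% = low Mg2+ inducing control and 100% = high Mg2+ repressing control; strong numbers were not always called active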
West Nile virus CPE: West Nile virus antiviral activity, cell-based, CPE readout (AID 1621). West Nile virus-infected cells, CPE inhibition; higher % means a stronger effect. one-dose CPE inhibition, % at 10 µM; IC50 in µM for titrated hits. 290,000 compounds, 0.02% hits; in the data active = a potency from the dose series; inconclusive = CPE inhibition mostly from about 3.7% at the one dose, without a potency; inactive = the rest, 99 in 100 with CPE inhibition below about 2.2%; note: strong numbers were not always called active
NS5 inhibitors: Dengue-2 NS5 methyltransferase inhibitors, primary screen, biochemical, confirmation dose response (AID 588689); inhibition, % at 25 µM, or IC50 in µM where a hit was titrated; Dengue-2 NS5 methyltransferase capping enzyme assay, biochemical; higher % means a stronger effect; 340,000 compounds, 0.3% hits; in the data active = a potency from the dose series; inconclusive = inhibition above about 29% without an active follow-up result
MgcRacGAP inhibition: MgcRacGAP GTPase-activating activity inhibitors, confirmation, biochemical, ADP Hunter fluorescence; inhibition, % at 30 µM; hits with a dose series show IC50 in µM; MgcRacGAP-stimulated Rac1 GTP hydrolysis, ADP Hunter fluorescence; higher % means a stronger effect; GST-tagged Rac1 F28L mutant substrate; 340,000 compounds, 0.6% hits;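 active = first-screen hits whose inhibition reached a set limit at any dose in the follow-up dose series; inconclusive = inhibition above the set first-screen limit but never retested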;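 note: fluorescence reports GDP produced by GAP-driven GTP hydrolysis; strong numbers were not always called active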
T cell modulator: T cell immune modulation candidate; 330,000 compounds, 0.068% hits; AID 2052; 2C CD8+ T cell-vesicle binding, flow cytometry; hits give low values; calls only at 7 µM;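 active = response, share of CD8 T cells binding vesicles, and their 90th percentile fluorescence all below set limits, cut at about 80% in these data, passing the limit was not always enough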
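Also added: QL9-peptide-loaded Drosophila micro-vesicles bearing Ld, ICAM-1 and B7-1; Test system: purified 2C TCR transgenic mouse naive CD8+ T cells; Measured by: cytometric PE anti-B7-1 and Alexa647 anti-CD8 signals after 1% paraformaldehyde fixation; Timing: binding step 1.5 h, 37 °C, antibody labelling 20 min, ice.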
UTI89 phage lysis: protection from phage-mediated lysis, alamar blue read-out – E. coli UTI89, K1F phage, bacterial capsule biogenesis inhibitors (AID 488966); inhibition, % at 100 µM, or IC50 in µM where a hit was titrated; 340,000 compounds, 0.02% hits; E. coli UTI89 K1F phage lysis, alamar blue, 2 h; higher % means a stronger effect;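 active = phage lysis inhibition, versus mean bacterial control, above a set limit; inconclusive = no clear call, values can overlap the other calls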;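 note: capsule biogenesis inhibitors block K1F phage lysis so surviving cells raise fluorescence; higher fluorescence means more inhibition of phage lysis; actives were called in the ten point dose series up to 300 µM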
T cell modulator vesicle-bound %: also measured in T cell modulator; calls as there; double positive events, %; measured here: CD8+ vesicle-bound cell fraction;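 binding gate set so that unloaded-vesicle control wells show 10% double positive cells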
NTR1 agonist cell count 20 µM: recorded beside NTR1 agonist, whose call it bears; cell count; measured here: cell count, cytotoxicity flag
NS5 inhibitors pilot replicate: second read-out of NS5 inhibitors, no call of its own (marks repeat the call); inhibition, %; measured here: pilot screen replicate inhibition
An asterisk follows results filed as active; i = inactive; ? = inconclusive; · = no result given; [ ] = remark or other dose.

SMILES	NTR1 agonist	NTR1 agonist cell count 20 µM	Large T inhibition	RSV antiviral HEp-2	Salmonella PhoP GFP	West Nile virus CPE	NS5 inhibitors	MgcRacGAP inhibition	T cell modulator	T cell modulator vesicle-bound %	UTI89 phage lysis	others
COc1ccc(C(=O)Oc2ccc3c(C)cc(=O)oc3c2C(C)=O)cc1	12	69	11%	0.8%	3%	-0.2%	5%	-7%	i	7	3.1%[50 µM]
CCOc1ccc(NC(=O)c2cccnc2C(=O)O)cc1	-1.0	55	5%	-0.1%	-7%	0.9%	-2%	9%	i	24	2.8%
Cc1ccc(Oc2ncccc2/C=N/OCc2ccc(Cl)cc2Cl)cc1	2.1	51	-15%	16%	8%	-0.2%	3%	10%	i	26	0.1%
CCNC(=S)Nc1nc2c(cc1C(=O)OCC)CCCC2	2.0	48	17%	7.6%	-7%	-0.9%	-3%	-1%	i	40	0.3%[50 µM]
COc1ccc(C(=O)Nc2cnn(Cc3ccc(Cl)cc3)c2)cc1OC	0.5	79	5%	0.1%	1%	-1.1%	-5%	-4%	i	17	1.0%[50 µM]
C=CCn1c(COC)nnc1SCC(=O)c1ccc(F)cc1	2.3	59	15%	1.1%	3%	0.1%	-3%	1%	·	·	7.4%
O=C(CCc1nc2ccccc2c(=O)[nH]1)NNC(=O)COc1ccc(Br)cc1	0.2	67	8%	1.3%	-4%	·	-1%	-10%	i	35	0.3%[50 µM]
O=c1ccnc(Sc2ncccc2[N+](=O)[O-])[nH]1	-0.1	55	1%	0.5%	-7%	0.0%	1%	6%	i	36	-0.7%[50 µM]
Cc1nn(-c2nnc(NC3CCCCC3)nn2)c(C)c1Br	2.1	35	-3%	4.0%	9%	-0.2%	-2%	5%	i	42	1.4%
CCOC(=O)Cc1cnc(NC(=O)CSc2nc3ncnc(N)c3[nH]2)s1	0.4	32	4%	0.1%	8%	0.2%	-15%	5%	i	1	0.5%
O=C(CCc1ccccc1)NNC(=O)C1CCCCC1	0.9	77	5%	·	7%	-0.2%	-9%	-5%	i	28	9.9%
Cc1nc2ccccc2n1C1CCN(CC(=O)Nc2ccccc2Br)CC1	0.1	31	·	5.9%	·	-1.9%	-2%	4%	i	44	0.5%
CCS(=O)(=O)N1CCC(C(=O)Oc2ccc(C(=O)OC)cc2)CC1	-0.7	47	12%	2.1%	5%	2.0%	-5%	2%	i	34	1.2%
O=C1CSC(c2cccc([N+](=O)[O-])c2)N1Cc1ccccc1 (stereo not given)	-0.4	76	7%	0.0%	6%	-0.5%	-2%	2%	i	47	i
CC1(C)CC(=O)C/C(=N/NC(=O)COc2ccc(Cl)cc2Cl)C1	0.2	59	-3%	1.0%	-15%	1.4%	-8%	-11%	i	12	-1.2%
O=C1CC(c2cccc(Cl)c2)c2cc3c(cc2N1)CCC3 (stereo not given)	17	52	1%	0.4%	2%	0.7%	-2%	5%	i	29	-1.3%
CC(C)c1c(O)nc(SCC(=O)N2CCCCC2)[nH]c1=O	-0.1	86	2%	1.2%	13%	0.5%	0%	8%	i	48	0.1%
C(=N\N(Cc1ccccc1)c1ccccc1)/c1cccnc1	4.7	39	11%	-0.1%	-11%	-0.6%	4%	12%	i	41	0.4%
COC(=O)c1ccccc1N=Nc1c(N)[nH][nH]c1=O	1.5	58	20%	55%	-3%	0.3%	3%	5%	i	55	0.2%
Cc1cc(-c2ccccc2C(=O)NC2CCCCC2)on1	1.4	58	13%	·	-11%	0.1%	3%	-6%	i	21	4.7%
COc1ccc(CC(=O)N(Cc2ccccc2)c2ccc(C)cc2)cc1S(=O)(=O)N1CCOCC1	0.7	76	8%	3.7%	-5%	·	2%	9%	i	25	-0.3%[50 µM]
C=CCOC(=O)c1ccccc1C(=O)OCC=C	14	59	·	·	·	·	6%	5%	i	25	0.8%
O=P(c1ccccc1)(c1ccccc1)C(c1ccccn1)P(=O)(c1ccccc1)c1ccccc1	-0.3	43	11%	·	1%	1.2%	·	·	i	29	·
Cc1cccc(NCc2ccc(N(C)C)cc2)n1	-0.3	70	8%	0.5%	0%	1.1%	·	19%	i	58	-1.2%
O=C(N/N=C/c1ccsc1)c1cc(-c2cccs2)nc2ccccc12	8.6	76	4%	3.8%	17%	-0.7%	-7%	8%	i	6	3.3%
O=C(O)Cc1sc(-c2ccccc2Cl)nc1-c1ccccc1	1.7	87	17%	2.1%	-6%	0.8%	-3%	14%	i	36	0.1%
Cc1[nH]c2ccccc2c1/C=N\NC(=O)c1ccco1	-1.0	73	-7%	6.6%	0%	0.0%	1%	7%	i	11	2.6%[50 µM]
O=C(O)C1CCN(C(=O)COc2ccc(Br)cc2)CC1	-0.6	45	10%	-1.2%	1%	0.2%	-5%	6%	i	5	0.4%
CCC(c1nnnn1Cc1ccco1)N(CCN1CCOCC1)Cc1cc2cc(C)ccc2[nH]c1=O (stereo not given)	-0.1	71	7%	5.3%	-8%	-0.1%	5%	4%	i	4	0.0%
CC1CN(S(=O)(=O)c2ccc(C(=O)NC3CCCCC3)cc2)CC(C)O1 (stereo not given)	-2.6	46	·	·	·	·	-9%	5%	i	46	i
O=C(Nc1ccccc1F)c1ccc([N+](=O)[O-])s1	-0.3	28	10%	0.3%	-8%	-1.5%	-13%	0%	i	32	-0.8%
COc1ccc(OC)c(NC(=O)C2CCN(c3ncccn3)CC2)c1	-0.2	40	4%	1.9%	-7%	-1.0%	-8%	1%	i	55	0.4%	NS5 inhibitors pilot replicate=-4.5
Cc1nn(-c2ccc(F)cc2)c(Cl)c1/C=N/NC(=O)c1cccc(S(=O)(=O)N2CCCC2)c1	6.5	43	5%	1.5%	-12%	0.4%	-4%	6%	i	17	4.6%
Cc1ccc(-c2nc(C#N)c(N3CCC(C(N)=O)CC3)o2)cc1	1.8	48	7%	0.8%	6%	-0.1%	-2%	5%	i	18	0.1%
COc1ccc(C(O)C(CN2CCOCC2)c2ccccc2)cc1F (stereo not given)	1.1	64	23%	-0.6%	8%	-0.2%	-2%	1%	i	43	0.3%
COc1ccc(CNC(=O)CCN2C(=S)NC(C)(C)CC2C)cc1 (stereo not given)	0.0	57	8%	2.0%	-9%	-0.5%	-4%	4%	i	18	1.8%
CCOC(=O)CCNC(=O)N1CCCC(CNS(=O)(=O)Cc2ccccc2)C1 (stereo not given)	0.3	43	23%	0.6%	-5%	0.5%	15%	6%	i	4	0.7%
COc1ccc(C(=O)c2oc3ccc(OC)cc3c2NC(C)=O)cc1	3.7	52	3%	1.4%	2%	0.0%	-4%	8%	i	50	0.0%
c1ccc(-c2nc3nc4ccccc4nc3n2CC2CCCO2)cc1 (stereo not given)	0.7	33	10%	·	-14%	0.7%	-8%	9%	i	44	1.6%
CCc1cc2c(SCC(=O)N(CC)c3c(N)n(Cc4ccccc4)c(=O)[nH]c3=O)ncnc2s1	0.6	41	21%	-0.2%	8%	-0.3%	-4%	8%	i	36	-0.1%
CC(=O)CCC(=O)OCC(=O)c1ccc(C(F)(F)F)cc1	2.0	53	6%	3.0%	5%	0.8%	-6%	5%	i	27	0.9%
CCCCn1ccnc1C(=O)c1ccc(S(=O)(=O)N(CCOC)CCOC)cc1	1.9	59	0%	1.5%	0%	·	8%	-5%	i	45	-0.4%
COc1cc(CC(NC(C)=O)C(=O)NC2CCN(C(=O)Nc3ccccc3Cl)CC2)cc(OC)c1 (stereo not given)	-0.1	50	6%	0.3%	-12%	-0.2%	10%	7%	i	50	0.1%
O=C(Nc1ccc(Cl)c(C(F)(F)F)c1)[C@@H]1CC=C[C@@H]2CCN(C3CC3)C(=O)[C@@H]21	-1.3	61	21%	-1.3%	-2%	-0.8%	-3%	8%	i	12	0.7%
c1ccc(Nc2nc(N3CCCCC3)nc(N3CCCCC3)n2)cc1	4.3	56	0%	?	-12%	0.5%	-3%	3%	i	35	-0.9%
CN1C(=O)[C@H]2[C@@H](C3CC3)N3C(=O)CN(CC4CC4)C(=O)[C@@]3(C)[C@H]2C1=O	0.9	51	7%	3.9%	-6%	-0.5%	1%	8%	i	22	2.2%
CN(C)CCCN(Cc1ccccc1)C(=S)Nc1ccc(SC(F)F)cc1	1.1	41	7%	-1.1%	-4%	-0.6%	-1%	6%	i	20	0.4%
O=C(Nc1ccccc1N1CCCCC1)c1ccc(Cl)c([N+](=O)[O-])c1	9.9	27	2%	1.1%	-5%	-0.5%	-5%	-6%	i	21	-0.4%
COc1cccc(C(C(=O)NC2CCCC2)N(Cc2ccc(C)cc2)C(=O)c2ccco2)c1OC (stereo not given)	-1.5	74	23%	0.8%	5%	-0.7%	-6%	0%	i	14	-0.4%
O=C(CSc1ccc(S(=O)(=O)N2CCCCC2)cn1)Nc1ccccc1Br	4.0	90	·	1.7%	·	·	3%	8%	i	10	0.1%[50 µM]
Cc1cc(=O)oc(C)c1C(=O)Nc1c(C)n(C)n(-c2ccccc2)c1=O	-1.6	34	2%	-0.5%	-3%	0.4%	-13%	2%	i	14	2.4%
O=c1nc2ccccc2c(NS(=O)(=O)c2ccc(Cl)cc2)n1-c1ccccc1	3.9	52	13%	0.9%	-1%	-0.3%	-4%	9%	i	31	0.3%
Cc1c(C(=O)O/N=C(\N)c2ccccn2)cccc1[N+](=O)[O-]	-1.1	49	0%	·	-6%	-0.5%	3%	0%	i	35	-0.8%
Cc1ccc(-n2c(C)cc(C)c(C#N)c2=O)cc1C	-2.0	75	6%	3.1%	-7%	0.5%	2%	6%	i	43	-0.3%
CC(=O)Nc1ccc(S(=O)(=O)NCC(=O)OCc2ccccc2)cc1	2.1	29	5%	0.6%	-14%	0.9%	-5%	4%	i	2	-0.1%
CC(=O)c1ccc(S(=O)(=O)N(C)CCCC(=O)N(C)Cc2c(F)cccc2Cl)cc1	-0.7	49	8%	0.7%	0%	-1.0%	1%	4%	i	27	0.0%
